# PAFAH1B3 inh: PAFAH1B3 enzyme inhibitors, primary screen, biochemical, fluorescence polarization, human; Platelet-activating factor acetylhydrolase IB subunit alpha1 (Homo sapiens), Q15102; recombinant PAFAH1B3, FP-rhodamine probe; inhibition, % at 3.39 µM; 0.28% of 340,000 active;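 active means inhibition above the screen-wide average of all tested compounds plus 3 SD, cut at about 25% in these data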;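 further: 0% = enzyme with DMSO only and 100% = wells lacking PAFAH1B3 protein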
# GSTO1 counter: inhibitors of recombinant GSTO1, primary screen, counter-screen for RBBP9 inhibitor project, biochemical, fluorescence polarization | Glutathione S-transferase omega-1 (Homo sapiens), P78417 | activity-based probe fluorescence polarization | inhibition, % at 5.96 µM | 1.1% of 300,000 active | AID 1974, 2009;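 active means inhibition above the campaign mean inhibition plus 3 SD, cut at about 35% in these data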;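 further: 0% = GSTO1-1 with DMSO and 100% = wells lacking GSTO1-1 enzyme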
# Target sequence (P78417 whole entry, looked up): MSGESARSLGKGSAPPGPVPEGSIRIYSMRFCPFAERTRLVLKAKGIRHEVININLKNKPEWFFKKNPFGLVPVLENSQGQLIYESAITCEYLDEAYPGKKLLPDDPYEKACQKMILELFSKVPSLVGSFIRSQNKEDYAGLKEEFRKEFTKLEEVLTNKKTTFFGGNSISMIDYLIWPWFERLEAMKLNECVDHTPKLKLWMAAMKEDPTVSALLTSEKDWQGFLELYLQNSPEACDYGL
# PAFAH1B2 FP inh: PAFAH1B2 enzyme inhibitors, primary screen, biochemical, fluorescence polarization, human; Platelet-activating factor acetylhydrolase IB subunit alpha2 (Homo sapiens), P68402; recombinant PAFAH1B2, FP-rhodamine activity probe; inhibition, % at 3.39 µM; 1.2% of 340,000 active;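 active means inhibition above the mean of all tested compounds plus 3 SD, cut at about 24% in these data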;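 further: 0% = enzyme with DMSO and 100% = wells lacking PAFAH1B2; many of its hits are not listed in these tables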
# Target sequence (P68402 whole entry, looked up): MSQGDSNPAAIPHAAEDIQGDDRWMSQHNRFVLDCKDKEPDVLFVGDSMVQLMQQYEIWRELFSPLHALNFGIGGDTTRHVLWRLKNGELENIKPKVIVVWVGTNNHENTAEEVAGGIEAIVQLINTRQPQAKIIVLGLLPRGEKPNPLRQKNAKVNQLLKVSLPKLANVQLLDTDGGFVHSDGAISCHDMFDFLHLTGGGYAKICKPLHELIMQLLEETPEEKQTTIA
# PREPL inh: PREPL enzyme inhibitors, primary screen, biochemical, fluorescence polarization | recombinant PREPL, fluorescence polarization activity-based probe | AID 2751, 2010 | 0.68% of 320,000 active | Prolyl endopeptidase-like (Homo sapiens), Q4J6C6 | inhibition, % at 5.96 µM; in the data active means inhibition above about 43%;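 further: 0% = enzyme with DMSO and 100% = wells lacking enzyme; many of its hits are not listed in these tables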
# PAD4 FP inh: human PAD4 inhibitors, primary screen, biochemical, fluorescence polarization, 1536-well format | Protein-arginine deiminase type-4 (Homo sapiens), Q9UM07 | recombinant PAD4, RCA probe fluorescence polarization | inhibition, % at 6.36 µM | 0.41% of 330,000 active | AID 485272, 2010;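 active means percent inhibition above a cutoff equal to the mean of all tested compounds plus 3 SD, cut at about 15% in these data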;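 further: 0% = PAD4 with RCA probe and DMSO and 100% = probe without PAD4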
# LYPLA1 counter: LYPLA1 inhibitors, primary screen, counter-screen for PME1 inhibitor project, biochemical, fluorescence polarization, FP-Rh probe ABPP; Acyl-protein thioesterase 1 (Homo sapiens), O75608; recombinant LYPLA1; inhibition, % at 5.9 µM; 0.16% of 320,000 active; AID 2174, 2009;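 active means inhibition above the mean of all tested compounds plus 3 SD, set per campaign, cut at about 14% in these data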;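 further: inhibitors block serine hydrolase probe labeling of LYPLA1 so polarization falls; 0% = enzyme with DMSO and 100% = wells lacking LYPLA1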
# Target sequence (O75608 whole entry, looked up): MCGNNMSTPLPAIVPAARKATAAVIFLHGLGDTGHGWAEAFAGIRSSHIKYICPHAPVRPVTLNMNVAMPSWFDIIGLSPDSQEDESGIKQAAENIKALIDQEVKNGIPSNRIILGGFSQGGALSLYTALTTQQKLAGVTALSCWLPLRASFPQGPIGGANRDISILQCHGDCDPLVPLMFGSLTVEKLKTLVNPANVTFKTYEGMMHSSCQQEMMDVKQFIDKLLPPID
# LYPLA2 inh: LYPLA2 inhibitors, primary screen, counter-screen for PME1 inhibitor project, biochemical, fluorescence polarization, FP-Rh probe ABPP. AID 2177, 2009. inhibition, % at 5.9 µM. Acyl-protein thioesterase 2 (Homo sapiens), O95372. 0.38% of 320,000 active. recombinant LYPLA2;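 active means inhibition above the screen-wide mean plus 3 SD, limit set per campaign, cut at about 26% in these data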;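 further: 0% = LYPLA2 with DMSO and 100% = wells lacking LYPLA2 enzyme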
# Target sequence (O95372 whole entry, looked up): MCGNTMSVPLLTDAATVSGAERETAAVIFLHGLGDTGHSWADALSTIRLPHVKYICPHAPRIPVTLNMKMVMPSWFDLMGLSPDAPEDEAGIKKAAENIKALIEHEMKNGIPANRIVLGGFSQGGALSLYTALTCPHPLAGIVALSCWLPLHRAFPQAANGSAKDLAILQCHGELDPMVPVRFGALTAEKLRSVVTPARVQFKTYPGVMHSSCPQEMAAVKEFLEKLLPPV
# pPAFAH FP inh: pPAFAH enzyme inhibitors, primary screen, biochemical, fluorescence polarization, human | recombinant pPAFAH, FP-rhodamine probe fluorescence polarization | inhibition, % at 3.39 µM | 1.5% of 330,000 active | AID 463082, 2010;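 active means inhibition above the mean inhibition across the screen plus 3 SD, cut at about 25% in these data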;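 further: inhibitors block binding of the rhodamine activity-based probe so polarization drops; 0% = enzyme with DMSO and 100% = wells lacking pPAFAH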
# PME-1 primary: PME-1 inhibitors via competitive probe labeling, primary screen, biochemical, fluorescence polarization, FP-Rh probe, HTS; Protein phosphatase methylesterase 1 (Homo sapiens), Q9Y570; recombinant PME-1; inhibition, % at 5.9 µM; 0.53% of 320,000 active;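 active means inhibition above the campaign mean of all compounds plus 3 SD, cut at about 26% in these data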;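 further: competitive labeling of PME-1 active site by serine hydrolase directed probe; 0% = PME-1 with DMSO and 100% = wells lacking PME-1 enzyme; inhibitors block probe labeling so polarization falls and inhibition rises; many of its hits are not listed in these tables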
# Numbers without * were called inactive; x = not tested or not shown.
# Start of the data: the first 4 records, ahead of the listing:
no.	mol	LYPLA1 counter	pPAFAH FP inh	PREPL inh	LYPLA2 inh	PAD4 FP inh	GSTO1 counter	PME-1 primary	PAFAH1B3 inh	PAFAH1B2 FP inh
1	CCN1CCN(Cc2ccc(NC(=O)c3ccc(C)c(NC(=O)c4cccc5[nH]ccc45)c3)cc2C(F)(F)F)CC1	-4	-6	8	-12	-5	4	0	1	2
2	Cc1nn(CC(C)C)c(=S)[nH]c1=O	0	3	11	6	4	7	-1	10	5
3	CCOC(=O)c1ncn2c1[C@@H]1CCNC1C(=O)c1cc(OC)ccc1-2 (some centres not stated)	-2	-1	3	4	3	4	-4	6	-3
4	CCCNC(=O)C(Cc1ccc(C(F)(F)F)cc1)NC(=O)c1ccc(C#N)cc1 (configuration not stated)	-2	2	10	2	-1	x	6	-1	7

# The list itself (from the top)
no.	mol	LYPLA1 counter	pPAFAH FP inh	PREPL inh	LYPLA2 inh	PAD4 FP inh	GSTO1 counter	PME-1 primary	PAFAH1B3 inh	PAFAH1B2 FP inh
1	CCN1CCN(Cc2ccc(NC(=O)c3ccc(C)c(NC(=O)c4cccc5[nH]ccc45)c3)cc2C(F)(F)F)CC1	-4	-6	8	-12	-5	4	0	1	2
2	Cc1nn(CC(C)C)c(=S)[nH]c1=O	0	3	11	6	4	7	-1	10	5
3	CCOC(=O)c1ncn2c1[C@@H]1CCNC1C(=O)c1cc(OC)ccc1-2 (some centres not stated)	-2	-1	3	4	3	4	-4	6	-3
4	CCCNC(=O)C(Cc1ccc(C(F)(F)F)cc1)NC(=O)c1ccc(C#N)cc1 (configuration not stated)	-2	2	10	2	-1	x	6	-1	7
5	O=c1c2ccccc2nc(COc2ccccc2)n1/N=C/c1c[nH]c2ccccc12	1	4	6	4	-1	2	14	-5	1
6	COC(=O)[C@H](CC(C)C)NC(=O)Cn1cnc2c(NCc3ccccc3)ncnc21	x	0	x	x	2	x	x	10	3
7	Cc1cc(C)cc(N=C2NC(=O)/C(=C/c3cccs3)S2)c1	2	21	10	4	-3	-59	-2	-6	-4
8	Cc1cc(C)c(C#N)c(N2CCCC(C(N)=O)C2)n1 (configuration not stated)	-2	1	12	-2	-1	7	5	1	3
9	Cc1cc(C)c2nc(SCC(=O)Nc3ccc(S(=O)(=O)N4CCCC4)cc3)c(C)cc2c1	-29	-26	-16	-62	-2	-8	-55	-27	-12
10	O=C(/C=C/c1ccco1)NC(=S)Nc1nc(-c2ccc(Cl)cc2)cs1	-1	4	1	0	-4	7	-2	-1	-3
11	CN(C)/C=N/c1ncc(C(=O)c2ccc(Cl)cc2)s1	3	4	12	3	2	-6	-5	-3	2
12	CC(C)(C)c1ccc(OCCC(=O)OCC(=O)Nc2ccc(N3CCOCC3)cc2)cc1	3	16	15	10	-2	-5	2	7	8
13	O=C(CCNC(=O)c1ccc([N+](=O)[O-])cc1)N/N=C/c1ccc(F)cc1	-3	8	1	-2	-4	8	6	4	9
14	Cc1cccc(NC(=S)N2CCCN(c3ncccc3[N+](=O)[O-])CC2)c1	-1	1	5	-1	-1	5	-2	1	3
15	Cc1ccc(-c2nnn(CC(=O)N(CC(=O)NC3CCCC3)c3cnc4ccccc4c3)n2)o1	0	-1	15	0	-5	-5	-4	-3	2

# 5 of the compounds above, with values under each structure.
# Values in the order: LYPLA1 counter, pPAFAH FP inh, PREPL inh, LYPLA2 inh, PAD4 FP inh, GSTO1 counter, PME-1 primary, PAFAH1B3 inh, PAFAH1B2 FP inh
6	COC(=O)[C@H](CC(C)C)NC(=O)Cn1cnc2c(NCc3ccccc3)ncnc21
    x, 0, x, x, 2, x, x, 10, 3
7	Cc1cc(C)cc(N=C2NC(=O)/C(=C/c3cccs3)S2)c1
    2, 21, 10, 4, -3, -59, -2, -6, -4
5	O=c1c2ccccc2nc(COc2ccccc2)n1/N=C/c1c[nH]c2ccccc12
    1, 4, 6, 4, -1, 2, 14, -5, 1
1	CCN1CCN(Cc2ccc(NC(=O)c3ccc(C)c(NC(=O)c4cccc5[nH]ccc45)c3)cc2C(F)(F)F)CC1
    -4, -6, 8, -12, -5, 4, 0, 1, 2
2	Cc1nn(CC(C)C)c(=S)[nH]c1=O
    0, 3, 11, 6, 4, 7, -1, 10, 5

# Further structures follow:
no.	mol	LYPLA1 counter	pPAFAH FP inh	PREPL inh	LYPLA2 inh	PAD4 FP inh	GSTO1 counter	PME-1 primary	PAFAH1B3 inh	PAFAH1B2 FP inh
16	Cc1cc(C)c(C)c(S(=O)(=O)N2CCCN(C)CC2)c1C	2	5	-72	3	1	2	2	-3	6
17	CC(=O)Cn1cnc2c(cnn2-c2ccccc2)c1=O	0	1	-5	2	-2	3	-6	2	-1
18	CCNC(=O)O/N=C(\C)c1sc(-c2ccc(Cl)cc2)nc1C	-12	7	-36	-3	3	-3	-8	2	-1
19	Cc1nnc(NC(=O)C2CCN(S(=O)(=O)c3ccc(Cl)cc3)CC2)s1	-1	1	7	12	0	1	4	5	9
20	Cc1cccc(NC(=S)c2nc3ccccc3s2)c1	1	-3	13	1	-3	-2	11	6	6
21	Cc1cc(N2CCN(c3ccc(F)cc3)CC2)n2ncnc2n1	0	5	13	2	-2	-1	5	2	-2
22	CC(NC(=O)c1ccco1)C(c1cccs1)N1CCN(c2ccccc2F)CC1 (configuration not stated)	2	5	-11	7	2	-3	-3	1	10
23	COc1ccc(-c2cc(C(F)(F)F)n3nc(C(=O)N4CCN(C(=O)c5ccco5)CC4)cc3n2)cc1	4	5	-11	6	0	-1	2	9	7
24	O=C(CC(CC(=O)c1ccc(Cl)cc1)c1ccccc1C(=O)O)c1ccc(Cl)cc1	1	2	2	0	3	0	3	2	13
25	CCOC(=O)C1CCN(C(=O)CSc2cc(=O)n(CC)c3ccccc23)CC1	4	2	8	3	-4	0	-6	6	1
26	COC(=O)[C@]1(Cc2ccccc2)N[C@H](CN(C)C(=O)Nc2ccc(F)cc2)[C@@H]2C(=O)N(C)C(=O)[C@@H]21	x	0	7	x	-1	x	x	8	3
27	CCOc1ccccc1C1CC(=O)NC2=C1C(=O)CC(C)(C)C2 (configuration not stated)	1	2	-3	4	5	-2	1	12	4
28	CN(C)c1ccc(CN2CCC(C(N)=O)CC2)cc1	0	2	4	-11	-1	0	3	4	1
29	Cc1ccc(CNS(=O)(=O)/C=C/c2ccc3c(c2)OCO3)cc1	2	6	-34	2	0	1	5	1	1
30	CC(=O)Nc1nc(C)c(Oc2ccc(Cl)cc2Cl)c(=O)[nH]1	-1	-5	-1	-4	5	0	0	1	2

# (next part)
no.	mol	LYPLA1 counter	pPAFAH FP inh	PREPL inh	LYPLA2 inh	PAD4 FP inh	GSTO1 counter	PME-1 primary	PAFAH1B3 inh	PAFAH1B2 FP inh
31	CC(C)(C)c1cc(C(=O)NNC(=O)Nc2cccc(Cl)c2)n(Cc2ccccc2)n1	-15	0	31	-22	3	-4	-17	0	10
32	Cc1ccnc(NS(=O)(=O)c2ccc(N3C(=O)Nc4ccccc4N3O)cc2)c1	2	4	-1	0	-2	0	-1	-1	2
33	COc1ccccc1Nc1nc2ccccc2[nH]1	-3	7	21	-1	-2	5	0	14	-2
34	CCCC(C)C(=O)Nc1cc(S(=O)(=O)N2CCCCC2)ccc1N1CCOCC1 (configuration not stated)	2	5	3	7	1	x	4	8	5
35	N#Cc1c(SCC(=O)Nc2nccs2)nc2c(c1-c1ccco1)CCCC2	-3	8	-4	-2	2	0	-5	2	-4
36	CCN1CCN(Cc2cccc(Oc3ccc(Cl)cc3)c2)CC1	1	3	-57	7	-2	-2	4	2	-4
37	CC(=O)c1cccc(N(CC(=O)NC2CCCC2)C(=O)CNC(=O)c2cccs2)c1	1	3	2	1	-5	11	1	4	5
38	O=S(=O)(Cc1ccccc1)NCC1CCCO1 (configuration not stated)	0	-5	16	-1	-3	-2	2	11	-1
39	CCc1ccc(NC(=O)CNC(=O)c2cn(-c3ccccc3OC)c(=O)c3ccccc23)cc1	2	5	0	2	0	-3	-10	4	1
40	COc1ccc(CC(=O)Nc2ccc(N3CCCCC3)cc2)cc1	1	11	3	1	-1	4	-1	1	9
41	COC(=O)[C@H]1C[C@@H](c2ccccc2)[C@H](C)C1(C)C	0	3	8	0	-3	1	5	17	2
42	Cc1ccc(S(=O)(=O)Nc2csc(C)c2C(=O)O)cc1	-1	3	-2	-4	-1	19	2	x	x
43	CCOC(=O)C[N+](CC)(CC)CC#Cc1ccccc1	7	1	-1	8	-4	-1	0	7	5
44	CCOc1ccc(OCC(=O)Nc2ccc(OC)cc2)cc1	-2	-12	6	-2	11	-8	-38	-7	4
45	[O-]/[N+](=C\c1ccccc1)c1ccccc1	0	0	3	3	-3	x	-3	4	5

# Next section.
no.	mol	LYPLA1 counter	pPAFAH FP inh	PREPL inh	LYPLA2 inh	PAD4 FP inh	GSTO1 counter	PME-1 primary	PAFAH1B3 inh	PAFAH1B2 FP inh
46	CCC(=O)Nc1ccc(-c2csc(C)n2)cc1	-3	3	-8	4	-3	0	2	6	2
47	O=c1cc(CSc2nnnn2-c2ccccc2)[nH]c2[nH]n(-c3ccccc3)c(=O)c12	-3	24	7	-3	4	20	7	9	15
48	COc1ccc(N(CC(=O)NCC2CCCO2)C(=O)CCC(=O)Nc2nccs2)cc1 (configuration not stated)	1	-1	-1	-2	2	0	-4	1	1
49	O=C(Nc1ccncc1)c1cc(-c2ccccn2)nc2ccccc12	-2	-7	-1	-3	0	3	0	-1	7
50	Cc1cccc(NC(=O)c2ccc(S(=O)(=O)N3CCOCC3)cc2)n1	5	-2	15	2	0	4	6	4	5
51	CCN(CCn1cccn1)C(=O)CC1C(=O)NCCN1CC1CCCCC1 (configuration not stated)	-3	4	1	-5	-3	-1	-5	4	1
52	CCN(CC)S(=O)(=O)c1ccc2c(c1)nc(CCC(=O)Nc1ccc3c(c1)OCO3)n2C	3	23	4	7	-3	3	9	-4	8
53	O=C(c1ccco1)N1CCN(C(c2ccccc2Cl)c2nnnn2CC2CCCO2)CC1 (configuration not stated)	0	-1	14	1	-1	9	1	4	-2
54	CC(=O)Nc1ccc(NC(=O)C2CC(=O)N(Cc3ccccc3)C2)cc1 (configuration not stated)	1	2	3	2	-1	10	-4	-2	-6
55	Oc1ccccc1N1CCN(CC(O)COCc2ccccc2Cl)CC1 (configuration not stated)	2	0	4	6	-3	7	-1	-7	3
56	CCN(CC)S(=O)(=O)c1cc(NC(=O)c2ccc3c(c2)NC(=O)C(C)S3)ccc1C (configuration not stated)	-18	2	-3	-10	-4	x	1	-3	-4
57	CCn1c(=S)sc2c(=O)n(-c3ccccc3)c(SCC(=O)NCc3ccco3)nc21	0	1	1	1	0	-4	16	-2	-2
58	CCC1CCCCN1C(=O)CSc1nc(N)cc(N)n1 (configuration not stated)	-5	4	-3	1	-2	6	-1	0	4
59	O=C(c1ccco1)N1CCN(C(=O)c2cc(-c3ccccc3F)no2)CC1	-2	8	4	2	7	-2	-4	8	8

# Only part of the results is shown, so the mix of outcomes need not match the whole.
